Assay outcomes deposited in PubChem by National Center for Advancing Translational Sciences (NCATS).
Mito fusion act: mitochondrial division inhibition or fusion activation | Potency, µM (titrated, usually from 46.1 µM), for inactives: at the top dose growth rescue (activation), usual class: activators | 320,000 compounds, 0.23% hits | S. cerevisiae fusion-defective mutant growth rescue, CellTiterGlo 48 h;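 also: potency is read from the fitted curve at half-maximal effect; % of control where 0% means no effect; nearly all actives have a fitted effect of over 45% in size; temperature-sensitive fusion mutants such as fzo1-1 at 37 °C on non-fermentable ethanol glycerol medium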
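S. cerevisiae fusion-defective temperature-sensitive mutants (e.g. fzo1-1, mgm1-5) grown 48 h at 37C in YPEG (ethanol/glycerol non-fermentable) medium with 23 nl compound per well; growth rescue read as CellTiterGlo luminescence.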
USP2a block: inhibitors of human ubiquitin-specific protease USP2a. Potency, µM (series often up to 38.3 µM), without a hit: at the top dose activity change, negative = inhibition, actives largely listed as inhibitors. 330,000 compounds, 0.01% hits. O75604. USP2 core, Ub-CHOP2 coupled fluorogenic reporter, 485/531;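 also: potency is read from the fitted curve at half-maximal effect; plate controls were DMSO wells for no effect and full inhibition by NEM control for full effect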
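Deubiquitinase activity read as fluorescence (485/531 nm) after Ub-CHOP2 cleavage activates the enterokinase reporter on its substrate; USP2 core 10nM, Ub-CHOP2 and substrate 25nM each, 30min compound preincubation then 60min RT; data normalized to NEM, curves fitted.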
TCR act: activates T cell receptor signaling; AID 504894; Potency, µM (top dose mostly 9.22 µM), inactives show top-dose activation of IL-2 secretion, hits mostly activators; primary human leukocytes, anti-CD3, IL-2 HTRF, 48 h; 330,000 tested, under 10 active; also: % of control where 0% means no effect
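Compounds are tested in HTS on primary human leukocytes co-incubated with a-CD3 beads for 48 hr. IL-2 output is measured by time-resolved FRET.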
TRPV1 ag: activates the human vanilloid receptor TRPV1 | Q8NER1 | TRPV1-expressing cells, Fluo-8 calcium influx, agonist mode | activation, % at 8.33 µM | 320,000 compounds, 0.19% hits; in the data active = activation above about 80%; inconclusive = between about 30% and that limit; also: 0% is about no effect
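Fluo-8 calcium influx in TRPV1-expressing cells, kinetic read (ex 480/em 520 nm). Compound added and read 3 min for agonist activity, followed by capsaicin at EC20 final and 2 min further read for enhancement.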
KCNH2 3.1 inh: blocks the human KCNH2 3.1 channel isoform; U2OS KCNH2 3.1, thallium flux FluxOr; hits give low values; activity change, % (tested at about 1.8 µM); 340,000 compounds, 0.95% hits;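 active = maximum activity change below -70%; inconclusive = maximum activity change from -70% to -50%; inactive = maximum activity change above -50%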;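 also: thallium influx rate constant from kinetic fluorescence after stimulation buffer; % is scaled to controls: 0 for no effect and ±100 for the full control effect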
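Channel expression came from 3.1 mutant virus (1.77 x 10^8 /mL) applied to suspended U2OS cells for 4 h. Flux was tracked with FluxOr dye plus Red40 quencher, and kinetic rate constants normalized to controls.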
ELG1 DNA repair: ELG1-dependent DNA repair inhibition; Potency, µM (doses to about 46.1 µM), inactives show at the highest dose activity change, negative = inhibition, most hits filed as inhibitors; 330,000 compounds, 2.3% hits; HEK293T ELG1-luciferase reporter, luminescence, 16 h; DNA damage induced by 5-fluorouridine; also: potency is read from the fitted curve at half-maximal effect; % is scaled to controls: 0 for no effect and ±100 for the full control effect; nearly all actives have a fitted effect of over 55% in size
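Cells (2,000 per well) received 5-fluorouridine plus test compound or DMSO and were incubated 16 hr at 37 °C, 5% CO2. Luciferase activity was read by luminescence 30 min after ONE-Glo addition; signal suppression marked inhibition of damage-induced ELG1 function.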
AT treatment: potential ataxia-telangiectasia treatment; […] A-T fibroblasts, KAP-1 phosphorylation AlphaLISA; neocarzinostatin DNA damage 30 min before lysis; Potency, µM (series often up to 57.5 µM), for the others: at the top dose activation, most hits filed as activators; 320,000 compounds, 0.19% hits; also: potency is read from the fitted curve at half-maximal effect; % of control where 0% means no effect; nearly all actives have a fitted effect of over 45% in size
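hTERT-immortalized A-T patient fibroblasts ([…]), 500 cells/well in OPTI-MEM, 1% FBS, got compounds for 60 min, then NCS for 30 min at 37C. Lysates were then assayed for phospho-KAP-1 by AlphaLISA (anti-pKAP1 donor, anti-KAP1 acceptor beads), 6 hr at 25C.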
KCNH2 WT inh: KCNH2 (human, wildtype) channel inhibition. activity change, % at 1.84 µM. 340,000 compounds, 0.37% hits. U2OS, BacMam KCNH2, thallium flux FluxOr; hits give low values. AID 720551. Q12809;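 active = maximum activity change below -70%; inconclusive = maximum activity change between -70% and -50%; inactive = maximum activity change above -50%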; also: % is scaled to controls: 0 for no effect and ±100 for the full control effect
Target sequence (Q12809 whole entry, looked up): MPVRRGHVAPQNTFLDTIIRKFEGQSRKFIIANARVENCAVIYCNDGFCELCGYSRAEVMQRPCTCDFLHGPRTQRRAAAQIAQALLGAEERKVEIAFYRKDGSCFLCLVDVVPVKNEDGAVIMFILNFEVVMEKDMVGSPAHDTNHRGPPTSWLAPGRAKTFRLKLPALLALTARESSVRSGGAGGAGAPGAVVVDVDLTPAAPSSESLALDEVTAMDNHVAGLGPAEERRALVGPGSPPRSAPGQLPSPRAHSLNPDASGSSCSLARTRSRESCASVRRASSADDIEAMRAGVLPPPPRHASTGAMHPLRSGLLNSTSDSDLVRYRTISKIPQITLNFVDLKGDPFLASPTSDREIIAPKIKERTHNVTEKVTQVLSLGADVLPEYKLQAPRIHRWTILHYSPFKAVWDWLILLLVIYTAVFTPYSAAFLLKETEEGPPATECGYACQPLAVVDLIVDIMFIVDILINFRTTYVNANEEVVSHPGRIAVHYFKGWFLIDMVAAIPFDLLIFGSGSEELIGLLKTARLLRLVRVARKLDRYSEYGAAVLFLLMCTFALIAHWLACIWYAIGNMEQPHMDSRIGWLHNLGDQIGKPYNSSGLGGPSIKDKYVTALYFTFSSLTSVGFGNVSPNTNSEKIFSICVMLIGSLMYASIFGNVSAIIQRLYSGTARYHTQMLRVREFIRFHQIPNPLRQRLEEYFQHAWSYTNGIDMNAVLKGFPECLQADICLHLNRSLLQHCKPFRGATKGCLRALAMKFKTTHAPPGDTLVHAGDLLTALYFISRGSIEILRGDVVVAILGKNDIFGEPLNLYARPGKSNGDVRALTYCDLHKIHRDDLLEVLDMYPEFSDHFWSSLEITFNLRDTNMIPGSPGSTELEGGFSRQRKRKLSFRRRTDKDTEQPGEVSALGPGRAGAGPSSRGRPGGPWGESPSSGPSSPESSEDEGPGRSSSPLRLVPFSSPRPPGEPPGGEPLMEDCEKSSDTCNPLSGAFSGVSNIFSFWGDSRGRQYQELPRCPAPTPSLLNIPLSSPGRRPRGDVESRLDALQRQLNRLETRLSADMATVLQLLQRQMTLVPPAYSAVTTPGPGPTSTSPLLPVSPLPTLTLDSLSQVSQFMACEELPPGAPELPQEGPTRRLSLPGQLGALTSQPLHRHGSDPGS
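U2OS cells were transduced with wild-type KCNH2 virus (2.03 x 10^8 / mL) for 4 h at room temperature, then cultured overnight at 37 C. Thallium flux was read with FluxOr dye. Rate constants were normalized to DMSO controls.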
Eya2 phos inh: Eya2 (human) phosphatase inhibition; O00167; 330,000 compounds, 0.006% hits; Potency, µM (top dose mostly 76.9 µM), inactives show at the top dose activity, negative = inhibition, hits mostly inhibitors; recombinant Eya2, OMFP fluorescence dephosphorylation (OMFP is methylfluorescein phosphate); also: potency is read from the fitted curve at half-maximal effect; % is scaled to controls: 0 for no effect and ±100 for the full control effect
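Eya2 protein (added as 0.2 uM solution) was preincubated with compound for 10 min at ambient temperature in 50 mM HEPES pH 7.5, 50 mM NaCl, 5 uM MgCl2, 0.05% BSA, 1 mM DTT. OMFP (added at 50 uM) then reacted 10 min; fluorescence read at 485/525 nm.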
TSHR antag: human thyrotropin receptor antagonism; P16473; TSHR-expressing cells, TSH-stimulated cAMP HTRF, 2 h; hits give low values; activity change, negative = inhibition, % at 11.5 µM; 330,000 compounds, 0.2% hits; AID 504810;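 active = activity change below a set negative limit, meaning inhibition stronger than a set level, cut at about -70% in these data; inconclusive = activity change between two set negative limits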; also: % is scaled to controls: 0 for no effect and ±100 for the full control effect
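Inhibition of cAMP made by TSHR-expressing cells under TSH stimulation (4nM final, EC80; 2 h, 37 deg C) is quantified with a one-step lysis HTRF kit, anti-cAMP cryptate versus cAMP-d2.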
Active calls of the source: *; ? = inconclusive; . = no result given; [ ] = remark or other dose. Unless noted, calls follow the shape of the dose curve; as a rule, active = well fitted curve in the direction sought with a large enough effect; inconclusive = small, poorly fitted or top-dose-only effect, or another doubt; inactive = no such curve, though single readings can be large; an effect the other way counts as inactive or inconclusive.

SMILES	Mito fusion act	USP2a block	TCR act	TRPV1 ag	KCNH2 3.1 inh	ELG1 DNA repair	AT treatment	KCNH2 WT inh	Eya2 phos inh	TSHR antag
Cc1ccnc(NC(=O)CNC(=O)c2ccc3ccccc3c2)c1	-1%	0%	2%	8	-16	?	5%	12	15%	-4
Clc1cccc(N/N=C/c2ccc(N3CCOCC3)s2)c1	4%	9%	-1%[46.1 µM]	8	-19	?	10%	8	-8%	7
NC(=O)CCN1CCC(c2nc3ccccc3s2)CC1	-11%	-5%	7%	1	8	22%	7%	35	2%	26
COc1ccc(-c2[nH]ncc2CN(C)Cc2nonc2C)c(OC)c1	-5%	11%	-2%	2	-1	-15%	-2%	4	7%	-8
O=C(NC1CCCCCC1)c1ccc2c(=O)n3c(nc2c1)CCCCC3	1%	1%	-7%	?	.	?	.	3	26%	-9
COC(=O)c1cccc(NC(=O)Nc2ccc(Cl)cc2)c1	9%	-1%	-3%	?	-2	?	-7%	-7	-1%	-6
CCN(CC(=O)NCCc1ccccc1)S(=O)(=O)c1ccc(Br)cc1	11%	0%	-4%	15	-11	-15%	-2%	11	0%	-7
COc1ccccc1C1CC(c2ccccc2)=NN1S(=O)(=O)c1ccccc1 (stereo not drawn)	-3%	-1%	1%	16	-4	23µM*	0%	12	-1%	8
COC1(NC(=O)c2ccccc2)C(C)=CC(=O)C=C1C	?	-3%	-2%	16	-2	-10%	7%	2	-8%	11
COc1cc(/C=C/C(=O)OCC(=O)N2CCc3ccccc3C2)ccc1O	10%	-2%	-9%[46.1 µM]	12	7	-14%	-5%	7	-3%	5
CCN(CC)C(=O)c1sc(NC(=O)c2ccc(C)c([N+](=O)[O-])c2)c(C#N)c1C	1%	0%	7%	2	-25	-27%	3%	-3	2%	-11
COc1ccc(C(=O)/C=C/c2cn(CC(O)CN3CCOCC3)c3ccccc23)cc1 (stereo not drawn)	0%	8%	-3%[46.1 µM]	10	-10	?	4%	21	-1%	-8
CC(C)n1cc(-c2nc(C(=O)NN)cs2)c(=O)n(Cc2ccccc2)c1=O	1%	-4%	1%	4	11	-4%	2%	-7	-24%	-7
Cc1cc(C)n(-c2ccc(C(=O)OCC(=O)Nc3ccc(Cl)c(S(=O)(=O)N(C)C)c3)cc2)n1	-1%	-2%	.	0	-6	4%	.	-9	12%	-3
O=C(COc1ccccc1)NCc1nnc(SCC(=O)Nc2nccs2)n1-c1ccccc1	0%	?	-7%	1	-15	-10%	3%	42	5%	1
Cc1ccccc1-n1c(=S)[nH]c2nc3c(cc2c1=O)CCCC3	15%	0%	-1%	-1	12	0%	5%[11.5 µM]	-11	-1%	-15
O=C(COC(=O)C1CC(=O)N(Cc2ccccc2)C1)Nc1ccc2c(c1)OCO2 (stereo not drawn)	-3%	4%	.	3	-3	1%	4%	7	1%	-5
CC(C)CN1C(=O)C(=O)N(CC(=O)N2CCN(c3ccccc3)CC2)C1=O	4%	0%	-3%	1	16	18%	-4%	2	-3%	-2
COc1ccc(C(O)(C(=O)NNc2ccc(C)cc2)c2cccs2)cc1 (stereo not drawn)	15%	0%	-2%	9	-6	0%	-1%	0	10%	15
CCn1c(C)nc2cc(C(=O)NN=Cc3ccccc3OC(F)F)ccc21	.	4%	4%	.	6	?	-4%	3	-1%	.

An excerpt from above in order of their number in Mito fusion act, high to low.
SMILES	Mito fusion act	TCR act	TRPV1 ag	Eya2 phos inh	TSHR antag
COc1cc(/C=C/C(=O)OCC(=O)N2CCc3ccccc3C2)ccc1O	10%	-9%[46.1 µM]	12	-3%	5
CCN(CC)C(=O)c1sc(NC(=O)c2ccc(C)c([N+](=O)[O-])c2)c(C#N)c1C	1%	7%	2	2%	-11
O=C(COC(=O)C1CC(=O)N(Cc2ccccc2)C1)Nc1ccc2c(c1)OCO2 (stereo not drawn)	-3%	.	3	1%	-5

Continuation:
SMILES	Mito fusion act	USP2a block	TCR act	TRPV1 ag	KCNH2 3.1 inh	ELG1 DNA repair	AT treatment	KCNH2 WT inh	Eya2 phos inh	TSHR antag
O=C(CCC(=O)N1CCSc2ccccc21)NCc1ccc(Cl)cc1	9%	2%	0%	21	-1	11%	-11%	-5	0%	16
C/C(CC(=O)Nc1ccccn1)=N\NC(=O)c1ccc2ccccc2c1	-16%	0%	-1%[46.1 µM]	7	-4	?	7%	7	-3%	-3
CCC(C(=O)NC(C)c1ccccc1)C(=O)NC(C)c1ccccc1 (stereo not drawn)	-6%	-1%	-3%	7	0	6%	17%	1	-2%	-3
COc1cc2c(cc1CN1CCN(C(=O)c3cc(OC)c(OC)c(OC)c3)CC1)OCO2	-5%	0%	-5%	2	19	-4%	0%	18	?	-6
CCc1ccccc1OCCCCN1CCCC1	1%	1%	-1%	-3	9	-2%	5%	1	4%	5
O/N=C(/Cc1ccccn1)c1ccccc1	-5%	3%	0%	2	-12	-1%	.	0	9%	1
O=C(c1ccc(NC(=O)C(c2ccccc2)c2ccccc2)cc1)c1ccc(C(=O)O)c(C(=O)O)c1	-1%	-3%	-7%	0	4	3%	2%	4	-3%	-3
Cc1oc2cc3oc(=O)c(CCC(=O)NCCC(=O)O)c(C)c3cc2c1C	10%	1%	-1%	0	15	10%	-7%	6	10%	-7
COc1ccccc1S(=O)(=O)Nc1cccc(S(=O)(=O)N2CCCC2)c1	.	2%	-4%	.	16	-15%	8%	-3	6%	-14
CC(C)[C@H](NC(=O)N1CCn2c1nc1ccccc12)C(=O)NCc1ccccc1Cl	5%	-2%	0%	6	-19	-28%	-10%	-2	-9%	-4
O=C(OCc1ccc([N+](=O)[O-])cc1)C1CCN(S(=O)(=O)c2ccccc2)CC1	9%	-2%	5%[46.1 µM]	1	6	-1%	8%	11	0%	-8
Cc1ccc(-c2cc(-c3ccccc3)nc(NN)n2)cc1	-14%	2%	0%	?	5	?	4%	-15	1%	4
Cc1ccc(-n2nnnc2SCC(=O)N2CCc3ccccc3C2)cc1	-1%	0%	-2%[46.1 µM]	20	-13	-1%	0%	40	-3%	-9
O=C(CSc1cccs1)Nc1cccc2ccccc12	-3%	3%	8%[46.1 µM]	-2	-2	?	5%	2	6%	13
Cc1c(CN2CCCC(CO)(Cc3cccc(Cl)c3)C2)cnn1C (stereo not drawn)	2%	-3%	-4%	0	-16	9%	4%	2	4%	21
CC(C)N1C(=O)CN(C2CCCCCC2)C(=O)C1c1ccccc1F (stereo not drawn)	4%	-1%	4%	4	-9	?	-3%	13	0%	13
COc1ccc(CCC(=O)NNC(=O)Nc2ccc(C(C)=O)cc2)cc1	2%	1%	6%	-2	.	-11%	8%	11	3%	-7
NC(=O)c1c(NC(=O)c2ccc(S(=O)(=O)N3CCOCC3)cc2)sc2c1CCCCC2	1%	6%	0%[46.1 µM]	-7	1	?	2%	4	-7%	-2
CC(C)NS(=O)(=O)c1ccc(NC(=O)C(C)OC(=O)CCCOc2ccccc2)cc1 (stereo not drawn)	2%	2%	-2%	-1	13	-6%	-12%	-13	3%	-4
COC(=O)CSc1[nH]c(=O)cc(C)c1C#N	0%	1%	-8%	1	3	19%	-5%	1	-24%	-2
COc1ccc(Nc2ccc(Cl)nn2)cc1	-2%	3%	-7%	4	6	?	-23%	6	11%	-5
Fc1cc(F)cc(NC(=S)NCCCN2CCOCC2)c1	-5%	3%	-25%	4	21	-1%	-4%	4	-5%	20
Cc1cc(SCC(=O)NCCN2C(=O)CSC2=O)nc2c(C)cccc12	8%	1%	-16%[46.1 µM]	-6	-3	0%	9%	7	2%	29
CCOc1ccc(NC(=O)CSc2ncn[nH]2)c([N+](=O)[O-])c1	-2%	2%	-1%[46.1 µM]	1	16	9%	-11%	-3	-1%	0
COCCN1CCN(C(=O)c2ccc3nc(Cc4ccccc4F)oc3c2)CC1	0%	6%	-2%	-1	.	-4%	2%	3	7%	7
CCN(CC)c1ccc(/C=C2\SC(=O)N(C(C)C)C2=O)o1	-23%	22%	-13%	21	3	?	-10%	-4	20%	-5
Cc1ccc2nc(SCC(=O)NCc3ccco3)c(C#N)cc2c1	-1%	-1%	0%	1	20	?	-13%	9	2%	8
CN(CC(=O)Nc1cccc(F)c1)C(=O)CSc1ccc(Br)cc1	-1%	1%	2%	16	-9	-21%	14%	-3	-20%	0
COc1ccc(OCC(=O)O/N=C(\N)Cc2ccc(Cl)cc2Cl)cc1	12%	-1%	8%	0	-25	?	15%	-3	-1%	-14
CN(C)/C=C(\C(=O)c1ccccc1)c1nnnn1-c1ccc(F)cc1	1%	0%	9%	1	6	0%	3%	8	4%	-1
O=C(CSc1nncn1-c1ccccc1)Nc1cc(F)ccc1F	-2%	1%	-1%	-2	10	3%	9%	-8	-5%	0
C[C@@]12C(=O)N(c3cccc(Cl)c3)C(=O)N1[C@@H]1c3ccccc3OC[C@@H]1[C@H]2c1ccccc1	.	1%	-5%	.	-4	-2%	4%	-3	22%	-7
Cc1nn(C(=O)CCC(=O)NCCc2ccccc2)c2ccccc12	4%	0%	2%	-4	-4	14%	4%	-1	10%	5

These rows are one share of the data; count on the stated rates, not on these rows.
